From PubChem
Cav32 inh: human Cav3.2 channel inhibition, primary screen | Cav3.2-expressing cells, Fluo-4 calcium fluorescence FDSS; stronger effect = lower value | AID 449739 | B-score at 10 µM | O95180 | 100,000 tested, 4% active;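 active means single-dose well whose peak fluorescence ratio is a statistical outlier from its plate by either plate-standardised score or position-corrected B-score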
Starred values were filed as active, the others as inactive. These rows are one share of the data (hit frequency here may not be typical).

Cav32 inh	compound
-0.39	CC(C)CN(CC(C)C)C(=O)C12CCC(C)(C(=O)O1)C2(C)C (configuration not stated)
-0.55	COC(=O)c1ccc(C(=O)OC)c(NC(=O)COC(=O)C2CCCCC2)c1
-0.045	Clc1ccc2oc(-c3cccnc3)nc2c1
0.63	CCOP(=O)(c1ccc(N(C)C)cc1)C(O)c1ccc(Cl)cc1 (configuration not stated)
-6.3*	O=C(CN1CCN(C(=O)c2ccco2)CC1)Nc1ccc(Cl)c(C(F)(F)F)c1
-0.22	CCCCNC(=O)Nc1ccccc1C(=O)Nc1ccc(OC)cc1
-1.3	O=C(CN1C(=O)c2cccc3cccc1c23)N1CCN(c2cccc(Cl)c2)CC1
-0.62	Cn1c(Cn2c(=O)sc3ccccc32)nnc1SCC(=O)NCC1CCCO1 (configuration not stated)
0.71	O=C(Nc1ccc(Cl)cc1)N1CCN(c2ccc3nnc(-c4ccc(F)cc4)n3n2)CC1
-0.86	Cc1ccc(Cl)cc1N(CC(=O)N1CCCCCC1)S(C)(=O)=O
0.5	NCCCCCc1nnc(SC/C=C/c2ccccc2)o1
1.6	COc1cc(C2c3c(-c4cc(C)cc(C)c4O)n[nH]c3C(=O)N2CCCO)cc(OC)c1OC (configuration not stated)
0.023	CCOc1ccc(Cc2nnc(SCC(N)=O)n2C)cc1
0.84	COc1ccccc1NC(=O)CSc1nnc(Cc2cc(=O)[nH]c(=O)[nH]2)n1-c1ccccc1
-0.4	Nn1c(SCC(=O)Nc2ccc3c(c2)OCO3)nnc1-c1ccc(Cl)cc1
-0.12	CC(=O)Nc1ccc(S(=O)(=O)Nc2ccc(S(=O)(=O)N3CCCC3)cc2)cc1
0.19	COc1ccc(NC(=O)N(Cc2cc3cc(OC)ccc3[nH]c2=O)CC2CCCO2)cc1 (configuration not stated)
-0.42	COc1ccc(CCC(=O)O)c(O)c1
-1.3	O=C1NC2(CCCc3ccccc32)C(=O)N1CCOc1ccc(Br)cc1 (configuration not stated)
1.7	Cc1cc(=O)[nH]c(N2CCN(Cc3ccccc3)CC2)n1
0.68	COc1ccc(-c2oc3ccc(N4CCOCC4)cc3c2C#Cc2ccc(N)cc2)cc1
-0.63	CCOC(=O)C1=C(CSc2nc(C)ccc2C#N)OC(N)=C(C#N)C1c1cccc(OC)c1OC (configuration not stated)
-0.016	CCC(OC(=O)CC1Sc2ccccc2NC1=O)C(=O)NCC1CCCO1 (configuration not stated)
2.3	O=C(NCc1ccccc1)NC1CCCCC1

Shown as labelled records: 2 of the compounds above.
> CC(=O)Nc1ccc(S(=O)(=O)Nc2ccc(S(=O)(=O)N3CCCC3)cc2)cc1
  Cav32 inh = -0.12

> COc1ccc(NC(=O)N(Cc2cc3cc(OC)ccc3[nH]c2=O)CC2CCCO2)cc1 (configuration not stated)
  Cav32 inh = 0.19

Next structures follow:
Cav32 inh	compound
0.64	Cc1nc2ccccc2n1CC(=O)OCC(=O)NCCc1ccccc1
0.076	CCCC1CCC(C(=O)Nn2c(C)nc3ccccc3c2=O)CC1 (configuration not stated)
0.36	S=C(c1ccc(N2CCOCC2)cc1)N1CCCCC1
-1	C#CCOCCOCCOCCNc1nc(N2CCN(C(=O)[C@H]([C@@H](C)CC)n3cc([C@@H](N)CC(C)C)nn3)CC2)nc(N2CCN(C(=O)[C@H](Cc3cc4ccccc4[nH]3)n3cc([C@@H](N)CC(C)C)nn3)CC2)n1
-8.9*	O=C(CN1CCN(S(=O)(=O)c2ccc3ccccc3c2)CC1)NC(=O)NC1CCCCC1
-0.22	Cc1nn(-c2ccccc2)c(C)c1/C=N/NC(=O)c1cc(C(C)(C)C)[nH]n1
-6.6*	CCOC(=O)c1cccc(NC2c3ccccc3C(=O)N2Cc2ccco2)c1 (configuration not stated)
0.025	COc1cccc(-c2cc(C(=O)O)[nH]n2)c1
-3.1	Cc1ccc(C(=O)N/C(=C/c2ccco2)C(=O)NCCc2c[nH]c3ccccc23)cc1C
-1.1	COC(=O)c1ccc(Cl)c(NC(=O)CN(c2ccc(OC)cc2)S(=O)(=O)c2ccccc2)c1
-0.038	COc1cc2[nH]c(=S)n(CC3CCCO3)c(=O)c2cc1OC (configuration not stated)
0.33	Cc1ccccc1N(C)C(=O)c1coc(=O)c2ccccc12

Records listed so far shown as hits in Cav32 inh:
Cav32 inh	compound
-6.3*	O=C(CN1CCN(C(=O)c2ccco2)CC1)Nc1ccc(Cl)c(C(F)(F)F)c1
-8.9*	O=C(CN1CCN(S(=O)(=O)c2ccc3ccccc3c2)CC1)NC(=O)NC1CCCCC1
-6.6*	CCOC(=O)c1cccc(NC2c3ccccc3C(=O)N2Cc2ccco2)c1 (configuration not stated)

The listing picks up, starting 2 compounds before the break.
Cav32 inh	compound
-0.038	COc1cc2[nH]c(=S)n(CC3CCCO3)c(=O)c2cc1OC (configuration not stated)
0.33	Cc1ccccc1N(C)C(=O)c1coc(=O)c2ccccc12
-4.8*	CC(C)(C)n1nnnc1C(c1cccc(C#N)c1)N1CCC(Cc2ccccc2)CC1 (configuration not stated)
0.15	O=C1C(C=NCCCN2CCCC2=O)=C(O)c2ccccc21
0.66	CC(C)C(=O)Nc1cccc(C(=O)NCc2ccc(S(N)(=O)=O)cc2)c1
-0.51	CC12C=CC(=O)C=C1CCC1C2C(=O)C[C@@]2(C)C1CCC2(O)C(=O)CO (some centres not stated)
-4.5	O=C(NCc1ccco1)c1ccc2c(c1)N(Cc1ccccc1)C(=O)CS2
0.6	CCOC(=O)N/N=C/c1ccc(C)o1
0.63	c1ccc(-c2cnc(-c3ccccc3)nn2)cc1
0.79	Cc1ccc(S(=O)(=O)C2(C(=O)NCc3ccc4c(c3)OCO4)CC2)cc1
-0.84	c1ccc(Nc2nc(-c3ccncc3)cs2)nc1
0.48	CCOC(=O)N1CCN(C(=O)c2cc3c(s2)-c2ccccc2OC3)CC1
0.92	COc1cc(OC)cc(C(=O)Nc2cccc(NC(C)=O)c2)c1
0.23	CCOc1ccc(CC(=O)C2C(=O)CC(C)(C)CC2=O)cc1OCC
1.2	CCOC(=O)c1cccc(NC(=O)C2CCCN(S(=O)(=O)c3cnc[nH]3)C2)c1 (configuration not stated)
-4.1*	COc1ccc(NC(=O)C2CCCN2S(=O)(=O)c2ccc3c(c2)CCC(=O)N3)cc1 (configuration not stated)
-0.00077	CC(C)(C)NC(=O)NC(=O)COc1ccccn1
-0.05	CC(=O)NC(=O)NC1CSCC1OC(C)=O (configuration not stated)
1.3	CC1CCN(c2c(NCC3CCC(C(=O)N4CCCC(C)C4)CC3)c(=O)c2=O)CC1 (configuration not stated)
0.24	CCN1CCN(Cc2cccc(Oc3ccccc3)c2)CC1
-0.87	COc1ccc(C2Nc3ccccc3C(=O)N2c2ccc(C)cc2)cc1Cn1nnc2ccccc21 (configuration not stated)
-0.15	COC(=O)c1ccc(COC(=O)c2ccc(CS(=O)(=O)c3ccc(C)cc3)cc2)cc1
-0.18	COC(=O)c1ccccc1NC(=O)Nc1cnccn1
0.27	CCCn1nc2cc(C(=O)NCc3ccc(OC)cc3)ccc2c1OCC
-1.7	O=c1cc(CO)oc(CN2CCC(Cc3ccccc3)CC2)c1O
-3.6	Cc1ccc(OCCn2cc(C(=S)N3CCCC3)c3ccccc32)cc1C

Structures above that contain an aryl thioether with sulfur outside any ring:
Cav32 inh	compound
-0.62	Cn1c(Cn2c(=O)sc3ccccc32)nnc1SCC(=O)NCC1CCCO1 (configuration not stated)
0.5	NCCCCCc1nnc(SC/C=C/c2ccccc2)o1
0.023	CCOc1ccc(Cc2nnc(SCC(N)=O)n2C)cc1
0.84	COc1ccccc1NC(=O)CSc1nnc(Cc2cc(=O)[nH]c(=O)[nH]2)n1-c1ccccc1
-0.4	Nn1c(SCC(=O)Nc2ccc3c(c2)OCO3)nnc1-c1ccc(Cl)cc1
-0.63	CCOC(=O)C1=C(CSc2nc(C)ccc2C#N)OC(N)=C(C#N)C1c1cccc(OC)c1OC (configuration not stated)

Additional entries follow.
Cav32 inh	compound
0.11	CCN(CC)S(=O)(=O)c1cccc(C(=O)N2CCCCC2)c1
-0.14	Cc1nn(CC(=O)Nc2ccccn2)c(=O)c2ccccc12
0.1	CCNC(=S)NNC(=O)c1cc(CC(C)C)nc2ccccc12
0.46	CCCC(=O)Nc1nnc(COC)s1
0.0023	COCCn1nnnc1CN(Cc1cccnc1)Cc1cc2cc(OC)ccc2[nH]c1=O
-0.21	COC(=O)c1nc2n(n1)C(c1cccc(Cl)c1)C1=C(CC(C)(C)CC1=O)N2 (configuration not stated)
-0.47	COc1ccccc1-c1cc(C2CC2)nc(N)c1C#N
0.075	CN1CCN(CCN2CCn3c2nc2ccccc23)CC1
0.24	CCOc1ccc(OCC(=O)Nc2ccc(S(=O)(=O)Nc3cc(C)nc(C)n3)cc2)cc1
0.55	COc1cc2nc(NCCCN3CCN(C)CC3)n3nc(-c4ccccc4)nc3c2cc1OC
0.0055	CCN(CC)C(=O)CSc1ccccc1N
-0.73	Cc1cccc(N(CC(=O)NCc2ccco2)C(=O)CCC(=O)Nc2ccccn2)c1
0.33	O=C1CN(C(=O)OCc2ccccc2)c2ccccc2N1
-1.7	O=C(Nc1ccc2ccccc2c1)[C@@H]1C[C@H]1[C@@H](NP(=O)(c1ccccc1)c1ccccc1)c1ccccc1
0.67	O=C(CCn1cccc1)NCc1ccc2c(c1)OCO2
0.18	CCc1nnc(NC(=O)CSc2nnc(-c3ccccc3O)n2-c2ccc(C)cc2)s1
0.006	CCN(CC)CCCNC(=O)Cn1ncn2cccc2c1=O
-0.17	Cc1ccc(N(C(C)C(=O)O)S(=O)(=O)c2c(C)n[nH]c2C)cc1 (configuration not stated)
0.25	c1ccc(N2CCN(c3c4c(nc5ncnn35)CCC4)CC2)cc1
-4.3	COc1ccc(NC(=O)CN2CCN(CC(=O)Nc3ccccc3Cl)CC2)c(OC)c1
-3.3	CC(C)[C@H](NC(=O)OC(C)(C)C)c1nnc(SCc2cccc(F)c2)o1
0.75	c1ccc(Cn2c(SCCN3CCOCC3)nnc2-c2cccnc2)cc1
0.98	CCN1CCN(c2ccc(NC(=O)c3cccc(OCc4ccccc4)c3)cc2)CC1
-2.4	CC1=C(C(=O)Nc2ccccc2)C(c2ccc(O)cc2)N2C(=O)CSC2=N1 (configuration not stated)
-1.6	Cc1ccc2c(c1)cc(CN(Cc1ccc3c(c1)OCO3)S(=O)(=O)c1ccccc1)c1nnnn12
-0.93	COc1ccc(Cc2nnc(-c3cccc(C)c3)o2)cc1OC
-0.19	Cc1csc(NC(=O)Cn2cnnn2)n1
0.61	COc1ccc(CCNc2nncc(=O)[nH]2)cc1OC
-0.11	COc1cc(Cl)cc(C#N)c1OCC(=O)O
-1.6	CCOC(=O)Cc1csc(NC(=O)c2ccc(Br)s2)n1
-0.15	O=C(O)C1C2CCC(O2)C1C(=O)Nc1cccc(F)c1 (configuration not stated)
-9*	Cc1cc(C(=O)NCC(=O)OC(C(=O)Nc2cc(C(F)(F)F)ccc2Cl)c2ccccc2)ccc1[N+](=O)[O-] (configuration not stated)
-0.58	COCc1nnc(NC(=O)CCCCCN2C(=O)c3ccccc3C2=O)s1
-0.22	Nc1ccc(Sc2nnnn2-c2ccccc2)c(Cl)c1
-0.046	O=C(NC1CCCC1)C1C2C=CC(C2)C1C(=O)N1CCOCC1 (configuration not stated)
-0.1	N/C(=N\OC(=O)c1ccc(Cl)cc1Cl)c1ccc(Cl)cc1
-2.2	CCC(=O)N1CCN(c2ccc(Cl)cc2NC(=O)c2ccc(Br)o2)CC1
-0.31	COc1cc(S(=O)(=O)NC2CCCC2)c(OC)cc1Cl
-6.2*	COc1ccccc1N1CCN(C(=O)c2ccc3nc(-c4ccco4)c(-c4ccco4)nc3c2)CC1
0.14	O=c1/c(=C/c2ccc(O)cc2)sc2n1CCCN=2
0.19	CCOC(=O)c1cccc(NC(=O)CCn2nnc3ccccc32)c1
-1.7	COc1cc(O)c2c(c1)OC(c1ccc(O)cc1)CC2=O (configuration not stated)
0.75	Nn1c(SCC(=O)NCc2ccccc2)nnc1C1CC1
0.27	CC(C)/C(=N\NC(=O)Nc1ccccc1)c1ccccc1
0.58	CS(=O)(=O)Nc1ccccc1C(=O)c1ccccc1
-0.41	Cc1nn2c(NCC(C)C)c3c(nc2c1-c1ccccc1)CCC3
0.91	O=c1[nH]ncn1-c1cccc(C(F)(F)F)c1
-1.4	COc1cc([N+](=O)[O-])ccc1NC(=O)CCCOc1cccc(C)c1C
-0.46	Cc1cc(OCCCC(=O)NC2=NCCS2)ccc1Cl
2.1	CCc1cc2c(=O)n(CC)c(SC(C)C(=O)Nc3c(C)n(C)n(-c4ccccc4)c3=O)nc2s1 (configuration not stated)
0.13	Cc1c(C(=O)Nc2cccc3cccnc23)oc2ccccc12
-0.028	COc1cccc2c(=O)n(CC(=O)Nc3ccccc3)ccc12
0.053	CCn1c(Cc2c(C)[nH]c3ccccc23)nnc1SCC(=O)NCc1ccccc1
0.17	CCOC(=O)C1=C(C)N(C)C(C)=C(C(=O)OCC)C1c1ccccn1
0.3	O=C(CCCCCn1c(=S)[nH]c2cc3c(cc2c1=O)OCO3)N1CCN(C(=O)c2ccco2)CC1
0.66	O=C(NCC1COc2ccccc2O1)C1CCN(S(=O)(=O)c2cccc3nsnc23)CC1 (configuration not stated)
-0.92	CCCSc1nnc2n(-c3ccccc3OC)c(=O)c3c4c(sc3n12)CCC4
0.089	O=C(Cn1c(S(=O)(=O)Cc2ccccc2)nc2ccccc21)N1CCCCC1
1.3	CCN(CC)S(=O)(=O)c1ccc2c(c1)c(=O)c(C(=O)NCCN(C)CCc1ccccc1)cn2C
-0.56	COc1ccc(C(=O)N2CCOCC2)cc1Br

Other entries follow:
Cav32 inh	compound
-0.63	Cc1ccc(C)c(OCCOCCN2CC(C)OC(C)C2)c1C (configuration not stated)
-0.5	COc1ccc(S(=O)(=O)n2nc(OC(=O)C3CCCCC3)cc2N)cc1
-1.3	CCCCn1c(Oc2ccc(C(=O)OC)cc2)nc2c1c(=O)n(C)c(=O)n2C
-1.3	Cc1sc(=NC(=O)c2ccco2)n(C)c1-c1ccc(Cl)cc1
0.045	O=C(O)C1CCCN1C(=O)Nc1ccccc1 (configuration not stated)
